# PhoP GFP inhibition: PhoP regulon inhibitors, Salmonella typhi PhoP promoter GFP reporter, confirmatory (AID 1850) | Salmonella Typhi PhoP-promoter GFP reporter, fluorescence, 4 h; higher % means a stronger effect | one-dose inhibition, % at 50 µM; IC50 in µM for titrated hits | hit rate 0.33% among 310,000; in the data active = a potency from the dose series; inconclusive = inhibition mostly from about 25% at the one dose, without a potency; inactive = the rest, 99 in 100 with inhibition below about 19%;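 note: 0% = induced wells with vehicle and 100% = uninduced wells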
# tuberculosis growth: growth inhibition of non-replicating M. tuberculosis (AID 488890) | inhibition, % at 25 µM; hits with a dose series show IC50 in µM | hit rate 0.39% among 320,000 | Mycobacterium tuberculosis non-replicating, growth inhibition; higher % means a stronger effect; in the data active = a potency from the dose series; inconclusive = inhibition mostly from about 82% at the one dose, without a potency; inactive = the rest, 99 in 100 with inhibition below about 76%;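 note: plate controls were DMSO cells for no effect and high antibiotic wells for full effect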
# VEEV TC-83 Vero: inhibitors of VEEV TC-83 cytopathic effect, confirmation, Vero cells (AID 588727) | Vero cells, VEEV TC-83 cytopathic effect inhibition; higher % means a stronger effect | one-dose inhibition, % at 20 µM; IC50 in µM for titrated hits | hit rate 0.13% among 350,000; in the data active = a potency from the dose series; inconclusive = inhibition mostly from about 14% at the one dose, without a potency; inactive = the rest, 99 in 100 with inhibition below about 12%; note: strong numbers were not always called active
# M. tuberculosis HTS: M. tuberculosis growth inhibition, HTS (AID 449762) | M. tuberculosis H37Rv growth inhibition, 7H9 media; higher % means a stronger effect | one-dose inhibition, % at 25 µM; IC50 in µM for titrated hits | hit rate 0.59% among 330,000; in the data active = a potency from the dose series; inconclusive = inhibition above about 70% without an active follow-up result;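 note: bacterial growth assessed after seven days of incubation; strong numbers were not always called active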
# influenza NS1A: H1N1 influenza NS1A inhibitors, functional cell based assay (AID 504329); NS1A functional cell-based assay, percent inhibition; higher % means a stronger effect; inhibition, % at 12.5 µM; hits with a dose series show IC50 in µM; hit rate 0.3% among 340,000; in the data active = a potency from the dose series; inconclusive = inhibition above about 27% without an active follow-up result; note: strong numbers were not always called active
# Numbers without * were called inactive; i = inactive; ? = inconclusive; · = no result given; & = joins results of further samples. This is a random part of the collection. Share with any hit: about 1.6%.
SMILES	PhoP GFP inhibition	tuberculosis growth	VEEV TC-83 Vero	M. tuberculosis HTS	influenza NS1A
O=C(CN1C(=O)C2C3C=CC(C3)C2C1=O)OCC(=O)c1ccc(Br)cc1 (stereo not drawn)	11%	52%	10%	13%	5%
Cc1cc(C)n(-c2ccc(NC(=O)C3CCCCN3C(=O)c3ccoc3)cc2)n1 (stereo not drawn)	-4%	-5%	0.1%	-3%	-8%
C=CCn1c(SCc2c(C)noc2C)nc2cc(C(=O)O)ccc2c1=O	-2%	11%	i	2%	-7%
CCOC(=O)c1c(C)[nH]c(C)c1S(=O)(=O)NCc1cc(C)ccc1C	-2%	14%	0.8%	2%	2%
COc1ccc(NC(=S)NN2CCN(C)CC2)cc1	-1%	-14%	i	-3%	-11%
Cc1[nH]c2ccc(C(=O)OC(C)C(=O)N(C)c3ccccc3)cc2c1C (stereo not drawn)	8%	17%	12%	11%	6%
COc1ccc(/C=C/C(=O)N2CC(C)OC(C)C2)cc1OC (stereo not drawn)	-3%	1%	i	4%	-22%
CN(C)CCOC(=O)CCCCCCCCC(=O)OCCN(C)C	4%	-10%	0.0%	0%	-27%
Cc1cccc(/C=C2/Sc3ccc(C(=O)NCCN4CCCC4)cc3NC2=O)c1	20%	?	i	?	19%
O=c1[nH]c(=S)n(C2CC2)c(O)c1C=NCc1cccnc1	-2%	-6%	·	7%	·
Cc1ccc(N=C(N)N=C(N)N)c(C)c1	9%	-9%	4.1%	-2%	11%
CCN(CC)CCN1C(=O)C(O)=C(C(=O)c2ccc(C)o2)C1c1ccccn1 (stereo not drawn)	0%	-6%	·	-1%	·
Cn1c(=O)c2c(nc(CN3CCN(CCO)CC3)n2Cc2cccc3ccccc23)n(C)c1=O	8%	19%	0.3%	-8%	22%
Cc1ccn2c(=O)nc(SCC(=O)OCc3ccccc3)nc2c1	8%	11%	0.7%	-6%	-6%
CCOC(=O)N1CCN(S(=O)(=O)c2cc(OCC)ccc2OCC)CC1	-3%	6%	i	-2%	18%

# 10 structures already listed, arranged by molecular weight, low to high:
SMILES	PhoP GFP inhibition	tuberculosis growth	VEEV TC-83 Vero	M. tuberculosis HTS	influenza NS1A
COc1ccc(NC(=S)NN2CCN(C)CC2)cc1	-1%	-14%	i	-3%	-11%
COc1ccc(/C=C/C(=O)N2CC(C)OC(C)C2)cc1OC (stereo not drawn)	-3%	1%	i	4%	-22%
Cc1ccn2c(=O)nc(SCC(=O)OCc3ccccc3)nc2c1	8%	11%	0.7%	-6%	-6%
CN(C)CCOC(=O)CCCCCCCCC(=O)OCCN(C)C	4%	-10%	0.0%	0%	-27%
CCOC(=O)c1c(C)[nH]c(C)c1S(=O)(=O)NCc1cc(C)ccc1C	-2%	14%	0.8%	2%	2%
C=CCn1c(SCc2c(C)noc2C)nc2cc(C(=O)O)ccc2c1=O	-2%	11%	i	2%	-7%
CCN(CC)CCN1C(=O)C(O)=C(C(=O)c2ccc(C)o2)C1c1ccccn1 (stereo not drawn)	0%	-6%	·	-1%	·
CCOC(=O)N1CCN(S(=O)(=O)c2cc(OCC)ccc2OCC)CC1	-3%	6%	i	-2%	18%
Cc1cccc(/C=C2/Sc3ccc(C(=O)NCCN4CCCC4)cc3NC2=O)c1	20%	?	i	?	19%
Cn1c(=O)c2c(nc(CN3CCN(CCO)CC3)n2Cc2cccc3ccccc23)n(C)c1=O	8%	19%	0.3%	-8%	22%

# (list continues)
SMILES	PhoP GFP inhibition	tuberculosis growth	VEEV TC-83 Vero	M. tuberculosis HTS	influenza NS1A
O=C1C=C(c2c(O)ccc3ccccc23)c2ccccc2C1=O	·	·	1.6%	·	47µM*
CCOc1ccc(C(C(=O)NCC2CCCO2)N(C(=O)c2snc(C(N)=O)c2N)c2ccc(F)cc2)cc1 (stereo not drawn)	1%	17%	6.2%	6%	0%
Cc1cc(NC(=O)c2ccc(Cl)c(S(=O)(=O)N3CCCCC3)c2)no1	-6%	-12%	1.4%	5%	-4%
O=C(CCN1CCN(c2ccccc2)CC1)N/N=C/c1ccccc1OC(F)F	9%	42%	2.2%	-2%	2%
Cn1nnnc1SCC(=O)NC(=O)c1cccc([N+](=O)[O-])c1	10%	-1%	0.5%	-1%	-2%
Nc1nccc(-c2cc(-c3ccc(Cl)cc3Cl)no2)n1	-1%	-2%	0.5%	1%	-2%
Fc1ccccc1C(c1nnnn1Cc1ccc2c(c1)OCO2)N1CCN(Cc2ccccc2)CC1 (stereo not drawn)	2%	23%	i	10%	0%
CCOC(=O)c1sc(N)c(C(=O)Nc2ccccc2OC)c1C	1%	70%	8.3%	33%	-4%
Cc1nnc(NC(=O)CSc2ccc3nnc(-c4ccccn4)n3n2)s1	-2%	-4%	0.4%	10%	15%
CN(C(=O)COC(=O)/C=C/c1cccc([N+](=O)[O-])c1)C1CCS(=O)(=O)C1 (stereo not drawn)	16%	-3%	6.4%	1%	-4%
CCOc1ccc(C(=O)Nc2ccc(-c3cc4ccccc4oc3=O)c(C)c2)cc1[N+](=O)[O-]	-5%	1%	1.0%	6%	-3%
COc1ccc(OC)c(NC(=O)NCCc2c[nH]c3ccccc23)c1	-4%	0%	0.9%	8%	0%
CCOC(=O)C1=CN(Cc2cccc(-c3ccc(F)cc3)c2)S(=O)(=O)N(C)C1C (stereo not drawn)	·	·	3.8%	·	-2%
COc1ccc(C(=O)CSc2nnc(CNC(=O)c3ccccc3)n2C)cc1	-1%	-6%	1.2%	-2%	7%
S=c1nc(-c2ccc(Br)cc2)oc2c1CCCC2	-2%	-10%	1.1%	0%	-1%

# More compounds follow:
SMILES	PhoP GFP inhibition	tuberculosis growth	VEEV TC-83 Vero	M. tuberculosis HTS	influenza NS1A
Cc1ccc(S(=O)(=O)/C(C#N)=C/c2c(Oc3ccc(Cl)cc3)nc3c(C)cccn3c2=O)cc1	-1%	-11%	·	-8%	·
O=C(c1ccc(F)cc1)C1CCN(C(=O)Nc2ccc(F)cc2)CC1	-5%	17%	i	4%	10%
O=C(NCCN1CCOCC1)c1ccc(/C=C2\Sc3ccccc3N(Cc3ccccc3F)C2=O)cc1	-4%	30%	11%	11%	-1%
CCN1CCN(Cc2ccc(NC(=O)Nc3cccs3)cc2)CC1	2%	-1%	1.6%	4%	-16%
COc1ccc(-n2nc3c(c2NC(=O)COc2ccccc2F)CS(=O)(=O)C3)cc1	-11%	-21%	1.9%	-15%	-9%
Cc1nc(N2CCN(C)CC2)c2sc(=S)n(-c3ccccc3)c2n1	-4%	-5%	0.6%	-4%	-5%
Cc1ccc(NC(=O)C(=O)NCCOc2ccc(Cl)cc2)c(C)c1	-7%	-18%	0.9%	7%	-10%
CCOC(=O)C1(C)C=C(Nc2ccc(OC)cc2)C(=O)N1c1ccc(OC)cc1 (stereo not drawn)	-12%	-13%	i	-10%	-6%
C=CCC(C#Cc1ccccc1)[N+](C)(C)CC=C (stereo not drawn)	-5%	17%	i	-3%	-6%
CCCCNC(=O)CC1N=C2c3ccccc3N=C(SCC(=O)Nc3cccc(C)c3)N2C1=O (stereo not drawn)	13%	7%	3.3%	5%	-4%
C[C@H](CO)N1C[C@H](C)[C@@H](CN(C)Cc2ccc(C(=O)O)cc2)Oc2c(NS(=O)(=O)c3cccs3)cccc2C1=O	·	-14%	0.4%	-7%	-12%
COc1ccc(CS(=O)(=O)c2ncn[nH]2)cc1	1%	-8%	0.3%	-8%	-8%
CCC(CO)Oc1cc(NC(=O)c2ccccc2[N+](=O)[O-])c2ncn(C(C)C)c2c1 (stereo not drawn)	·	22%	0.3%	4%	-2%
CC(C)[C@H](NC(=O)c1ccco1)C(=O)NCc1ccccc1	-7%	-8%	0.6%	-4%	-2%
Cc1cccc(NC(=O)COC(=O)c2ccccn2)c1	12%	21%	4.8%	0%	14%

# The list continues.
SMILES	PhoP GFP inhibition	tuberculosis growth	VEEV TC-83 Vero	M. tuberculosis HTS	influenza NS1A
CCN(CC)S(=O)(=O)c1ccc2oc(C(=O)NCCCN3CCOCC3)c(C)c2c1	-10%	-7%	0.4%	-9%	9%
CCOC(=O)N1CCC(NC(=O)c2cc(C(=O)Nc3cccc(C(F)(F)F)c3)ccc2CO)CC1	5%	11%	0.1%	8%	-4%
COc1ccc(/C=C(\NC(=O)c2ccccc2)C(=O)NCCC(=O)O)cc1	7%	-12%	1.8%	-3%	-4%
Cc1onc(-c2ccccc2)c1C(=O)Nc1ccccc1C#N	-3%	·	1.1%&0.7%	-6%	-11%&-1%
CC(C)CNC(=O)C(=O)NCCC1CCCCN1S(=O)(=O)c1cccs1 (stereo not drawn)	-4%	9%	0.1%	-8%	8%
COC(=O)C1=C(C)N(c2ccc(OC)cc2)C(C)=C(C(=O)OC)C1c1ccc(OC)cc1	4%	18%	i	2%	·
Cc1cc(C)nc(NC2=NCCS2)n1	1%	-4%	1.4%	-4%	-17%
CCN1CC2C3CCC(C)(O3)C2C1 (stereo not drawn)	-8%	-3%	i	2%	-5%
CCCOc1nc2c(c(=O)n(C)c(=O)n2C)n1C	0%	5%	0.2%	-10%	-5%
CC(=O)Oc1cc(C(=O)OCC(=O)N2CCc3ccccc3C2)cc(OC(C)=O)c1OC(C)=O	·	1%	i	0%	7%
CCCCc1ccc(S(=O)(=O)N/N=C(/C)c2ccncc2)cc1	-10%	-1%	0.1%	-17%	27%
CSc1ccc(NC(=O)c2cccnc2)cc1C#N	8%	32%	6.5%	7%	-8%
C#Cc1ccc([C@H]2C=C(C(=O)N3CCN(Cc4ccc5c(c4)OCO5)CC3)O[C@@H](OCC)[C@@H]2CCCO)cc1	13%	9%	2.1%	18%	-2%
O=C(/C=C/c1cccc(F)c1)OCC(=O)c1ccc[nH]1	·	67%	7.3%	13%	-17%
CCc1ccc(Nc2nnc(SCC(=O)Nc3sccc3C(N)=O)s2)cc1	8%	49%	7.2%	48%	3%

# New compounds follow.
# Each structure is followed by: PhoP GFP inhibition, tuberculosis growth, VEEV TC-83 Vero, M. tuberculosis HTS, influenza NS1A
- COc1ccc(/C=N/Nc2cc(C)nc3c(C)cccc23)cc1
    19µM*, ?, i, ?, 1%
- O=C(OCc1ccc(Cl)cc1Cl)c1ccncc1
    16%, 62%, 0.8%, -1%, -5%
- O=C(Nc1ccccc1N1CCOCC1)c1ccc2nc[nH]c2c1
    ·, ·, 1.2%, ·, 6%
- CC(=O)CCSc1nnc(-c2cccc(S(=O)(=O)N3CCOCC3)c2)o1
    2%, -9%, i, -4%, -3%
- COC(=O)c1ccc(C(=O)OC)c(NC(=S)N2CCN(c3cc(Cl)ccc3C)CC2)c1
    14%, 35%, 13%, -3%, 2%
- COc1ccc(NC(=O)CN(c2cc(C)cc(C)c2)S(=O)(=O)c2c(C)n[nH]c2C)cc1
    -4%, 22%, 0.5%, 1%, 2%
- CCN(CC)CCNC(=O)C1(c2ccccc2)CCCCC1
    ·, ·, 2.7%, ·, -1%
- O=S(=O)(Nc1ncnc2sc3c(c12)CCC3)c1ccc(Cl)s1
    6%, 71%, i, -8%, -13%
- O=C(NCc1ccccc1)c1onc(CSc2nc3ccccc3[nH]2)c1C(=O)NCc1ccccc1
    4%, 29%, 6.7%, 10%, 9%
- CCCCCCCC(=O)Nc1cc(C(=O)NCCC)ccc1N1CCC2(CC1)CC(c1cccc(Br)c1)=NO2
    -3%, -13%, i, 9%, 5%

# The list continues:
# Each structure is followed by: PhoP GFP inhibition, tuberculosis growth, VEEV TC-83 Vero, M. tuberculosis HTS, influenza NS1A
- CC(C)(C)[C@@H]1COC(=O)[C@@H](Cc2ccc(F)cc2)CC/C=C\C[C@@H](CC(=O)N(CCO)Cc2ccccc2)C(=O)N1
    ·, 60%, 2.5%, 6%, 7%
- COc1ccccc1NC(=O)C(C)NS(=O)(=O)c1ccc(Cl)cc1 (stereo not drawn)
    0%, 5%, 1.3%, 14%, 1%
- COc1ccc(NC(=O)Nc2cccc3c2O[C@H](CN(C)S(=O)(=O)c2ccc(OC)cc2)[C@@H](C)CN([C@H](C)CO)C3=O)cc1
    ·, 36%, 6.7%, 6%, -8%
- COC(=O)c1sccc1NN1C(=O)c2ccccc2C1=O
    -6%, -22%, 5.9%, 1%, 8%
- Cc1ccc(OCC(=O)NNc2c3ccccc3nc3ccccc23)cc1
    -2%, 69%, ?, 50%, -3%
- CN(CC(=O)Nc1ccccc1Br)C(=O)CCc1ccccc1
    -7%, ·, i, 11%, -4%
- Fc1ccc(-n2c(-c3ccco3)nc3nc4ccccc4nc32)cc1
    -2%, 5%, 1.3%, -10%, -3%
